CIT2-GFP yeast: modulators of TOR pathway CIT2-GFP in S. cerevisiae; GFP response vs DMSO, % at 10 µM; 320,000 tested, 0.065% active; S. cerevisiae CIT2-GFP strain, flow cytometry, 3 h; 100 means same as DMSO wells; AID 2029;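 active means GFP response relative to DMSO above a set limit, near the screen mean plus 3 SD, cut at about 150% in these data; inconclusive means Fewer than 70 cells measured for a yeast strain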;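 further: ratio of well median GFP fluorescence to mean of DMSO wells on the plate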
GRK2 aptamer HTS: human GRK2 inhibition via aptamer displacement; 330,000 tested, 0.59% active; bead flow cytometry, FAM-aptamer displacement from GRK2; inhibition of aptamer binding, % at 10 µM; P25098;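 active means inhibition of aptamer binding above 40%, roughly 3 SD of noise, on plates passing a quality check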;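 further: median bead fluorescence of bound FAM aptamer so fluorescent compounds give negative values; no value below 0 was filed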
Bcl-xL primary: Bcl-xL (human) inhibition; 320,000 tested, 0.7% active; inhibition, % at 10.9 µM; GST-Bcl-xL / FITC-Bim BH3 peptide fluorescence polarization;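 active means inhibition above the mean of all tested compounds plus 3 SD, cutoff set per campaign, cut at about 30% in these data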;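 further: 0% = DMSO wells and 100% = unlabeled Bim-BH3 peptide competitor; inhibitors lower millipolarization by displacing the labeled peptide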
Target sequence (Q07817 whole entry, looked up): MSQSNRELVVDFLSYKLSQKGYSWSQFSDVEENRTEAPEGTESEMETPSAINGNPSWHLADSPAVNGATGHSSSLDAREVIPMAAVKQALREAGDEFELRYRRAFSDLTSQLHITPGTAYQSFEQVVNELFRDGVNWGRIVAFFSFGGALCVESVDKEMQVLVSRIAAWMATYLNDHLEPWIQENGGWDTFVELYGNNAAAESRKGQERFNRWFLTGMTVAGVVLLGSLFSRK
GLD-1 TGE inh: GLD-1-TGE RNA interaction inhibition (C. elegans) | 320,000 tested, 0.44% active | AID 2280 | inhibition, % at 5.96 µM | purified GLD-1 + fluorescein TGE RNA, fluorescence polarization | Q17339;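 active means percent inhibition above a per-plate cutoff, the plate mean of test compounds plus 3 SD, cut at about 30% in these data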;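 further: 0% = DMSO wells with GLD-1 and probe and 100% = wells lacking GLD-1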
Target sequence (Q17339 whole entry, looked up): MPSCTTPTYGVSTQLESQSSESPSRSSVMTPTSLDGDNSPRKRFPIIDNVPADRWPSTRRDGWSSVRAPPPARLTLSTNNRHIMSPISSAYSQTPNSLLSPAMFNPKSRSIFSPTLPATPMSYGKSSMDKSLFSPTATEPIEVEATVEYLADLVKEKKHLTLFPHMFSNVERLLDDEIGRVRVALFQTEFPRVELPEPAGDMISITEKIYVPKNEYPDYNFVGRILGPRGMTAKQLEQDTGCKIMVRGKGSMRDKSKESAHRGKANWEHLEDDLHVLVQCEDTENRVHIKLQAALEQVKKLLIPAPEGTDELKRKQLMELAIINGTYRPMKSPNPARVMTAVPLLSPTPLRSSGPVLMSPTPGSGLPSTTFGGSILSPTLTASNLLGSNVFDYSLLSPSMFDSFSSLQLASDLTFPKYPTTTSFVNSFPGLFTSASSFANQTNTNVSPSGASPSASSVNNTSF
Fam108B counter: Fam108B inhibition, counter-screen for RBBP9 inhibitors; inhibition, % at 9.51 µM; 300,000 tested, 0.33% active; recombinant Fam108B, FP-Rh probe fluorescence polarization;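 active means inhibition above the screen mean inhibition plus 3 SD, computed separately per campaign, cut at about 18% in these data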;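 further: inhibitors lower polarization as less probe binds the enzyme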
MEX-5 binding: C. elegans MEX-5 TCR-2 RNA binding activity. Q9XUB2. activity score (negative = inhibition of binding), % at 10 µM. 300,000 tested, 0.38% active. MEX-5/FITC-TCR2 RNA binding, fluorescence polarization; stronger effect = lower value;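 active means inhibition past about -25% in most replicates, and total fluorescence under double the plate's negative control median, limit read from the data; inconclusive means replicates evenly split on the limit, or fluorescence at least double controls; inactive means too little inhibition in most replicates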;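 further: 0% = DMSO and -100% = 5 µM competing unlabeled TCR2 RNA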
AGP1-GFP MLPCN: modulators of TOR pathway AGP1-GFP in S. cerevisiae | S. cerevisiae AGP1-GFP multiplex flow cytometry, 3 h; GFP as percent of DMSO wells | GFP response vs DMSO, % at 10 µM | 320,000 tested, 0.02% active;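 active means GFP response relative to DMSO above a set limit, near screen average plus 3 SD, cut at about 150% in these data; inconclusive means fewer than 70 cells counted for the yeast strain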;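 further: median GFP channel fluorescence of the gated AGP1 strain per well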
MCL1 BIM primary: disrupts human MCL1 binding to BIM-BH3 peptide; inhibition, % at 10.9 µM; Q07820; GST-MCL1 / FITC-Bim-BH3 fluorescence polarization; 320,000 tested, 0.68% active;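 active means inhibition above the mean inhibition of all tested compounds plus 3 SD, set per campaign, cut at about 40% in these data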;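 further: 0% = DMSO wells and 100% = unlabeled Bim-BH3 peptide control; higher means more loss of mP so more displacement of Bim peptide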
Target sequence (Q07820 whole entry, looked up): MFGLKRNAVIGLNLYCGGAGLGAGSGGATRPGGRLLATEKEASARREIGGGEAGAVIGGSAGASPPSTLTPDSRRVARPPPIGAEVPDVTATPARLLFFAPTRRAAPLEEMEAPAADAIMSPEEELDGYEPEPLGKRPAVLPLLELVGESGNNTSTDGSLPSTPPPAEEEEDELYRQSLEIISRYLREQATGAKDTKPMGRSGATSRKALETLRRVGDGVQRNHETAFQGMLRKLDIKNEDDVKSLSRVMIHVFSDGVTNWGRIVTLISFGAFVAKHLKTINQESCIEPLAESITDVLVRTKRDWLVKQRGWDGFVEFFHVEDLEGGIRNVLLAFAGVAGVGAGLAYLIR
VLA-4 inh: inhibition in a human VLA-4 binding assay | VLA-4 expressing cells, ligand binding flow cytometry | inhibition, % (about 7 µM as worked out from the volumes in the protocol) | 330,000 tested, 0.2% active | AID 2557; in the data active means inhibition above about 50%
Numbers without * were called inactive; ? = inconclusive; . = no result given; [ ] = dose if it differs, or a comment.

SMILES	CIT2-GFP yeast	GRK2 aptamer HTS	Bcl-xL primary	GLD-1 TGE inh	Fam108B counter	MEX-5 binding	AGP1-GFP MLPCN	MCL1 BIM primary	VLA-4 inh
Cc1cc(C)n(-c2cc(N3CCN(C(=O)c4cccc(F)c4)CC3)ccc2[N+](=O)[O-])n1	92	1	5	-3	0	0.8	97	3	18
CCc1ccc(/C=C2\SC(=S)N(CCC(=O)N3CCN(C)CC3)C2=O)cc1	103	0	-1	-5	-7	7.2	103	-4	8
CN(/N=C/c1cc(Br)cc(Br)c1O)c1ccccc1	121	5	-2	8	-2	1.6	105	-9	7
Cc1ccc(CNC(=O)CN2C(C)CCCC2C)cc1 (centres undefined)	105	2	-13	0	-3	1.2	98	-18	11
Cc1ccc(Cl)c(OCC(=O)Nc2cccnc2)c1	107	4	2	3	-5	-1.7	94	4	-3
S=C(Nc1ccc(Cl)cc1)Nc1ccc2cn[nH]c2c1	65	5	11	1	-1	0.9	74	3	22
CCN(CC)S(=O)(=O)c1cccc(C(=O)NNC(=O)C2=NN(c3ccccc3)C(=O)CC2)c1	96	0	4	3	-1	-2.1	101	4	7
CCCCNC(=O)Nc1nnc(-c2ccc(OCC)cc2)o1	101	2	-6	-1	8	.	100	5	-7
OC(COC(c1ccc(Cl)cc1)c1ccc(Cl)cc1)CN1CCc2ccccc2C1 (centres undefined)	114	0	1	4	-7	1.2	99	4	-2
CCN(c1ccccc1)S(=O)(=O)c1ccc(Cl)c(NC(=O)COC(=O)c2ccc(Cl)c(N)c2)c1	118	0	-3	4	-17	0.8	96	-22	2
COc1cc(C(=O)NCc2nnc(SCC(=O)NC3CCCCC3)o2)cc(OC)c1OC	93	0	2	-1	-2	.	94	-4	0
COCCN(C(=S)Nc1cccc(C)c1)C(C)c1cccnc1 (centres undefined)	97	0	4	3	-2	1.4	116	3	7
O=C(NNC(=O)c1cc(F)c(F)cc1Cl)c1ccc(NS(=O)(=O)c2cccs2)cc1	95	2	5	5	.	.	93	-2	-7
CC(=O)COc1ccc2c(-c3ccccc3)cc(=O)oc2c1C	97	0	4	10	-5	2.5	100	3	13
CCOC(=O)c1cc(-c2ccccc2)sc1NC(=O)c1cc(OC)c(OC)c(OC)c1	99	0	1	-4	-6	-0.6	97	5	11
OCCCN1CCN(CCCOc2ccccc2-c2ccccc2)CC1	105	0	2	-2	4	0.5	103	5	13
CC(C)Cc1cc(C(=O)NCCCN2CCOCC2)no1	92	4	-2	1	3	3.3	95	-6	5
CC(C)CCSc1nnc(N)s1	98	1	5	6	0	-0.8	113	3	2
COc1ccccc1N1CCN(CC(=O)c2c(C)[nH]c3cc(C)ccc23)CC1	96	20	0	0	1	0.1	98	4	23
CC(=O)c1ccc2c(c1)C1C=CCC1C(c1cc3c(cc1Br)OCO3)N2 (centres undefined)	82	0	-1	5	1	2.1	87	-1	-9
O/N=C/Cc1[nH]c2ccccc2c1-c1ccccc1	91	3	-1	1	-2	1.9	92	-4	4
COc1cccc(-c2cc(C(=O)NCC3CCCO3)c3cc(Br)cc(C)c3n2)c1 (centres undefined)	88	2	6	2	-4	1.7	95	9	0
O=c1c2c([nH]c3ccc(Br)cc13)CCCC2	93	0	10	-1	3	0.3	95	-1	3
Cc1[nH]n(-c2ccccc2)c(=O)c1C(=O)c1cccc(F)c1	95	2	-8	6	-2	-0.9	106	-5	-1
Cc1ccc(C2(C)NC(=O)N(CC(=O)NNC(=O)c3ccoc3C)C2=O)cc1 (centres undefined)	97	0	0	6	0	-3.3	106	4	11
Cc1cccc(N2CC(c3nc4ccccc4[nH]3)CC2=O)c1 (centres undefined)	94	3	-13	-4	-11	-0.5	97	-28	0
COc1ccccc1CNC(=O)CSc1n[nH]c(N)n1	98	2	-1	3	2	-1.3	94	2	3
O=CNCc1nc2ccccc2n1CCCc1ccccc1	101	1	1	6	-3	0.6	91	1	7
CCOC(=O)C1=NOC(CNC(=O)C2=NOC(CNC(=O)c3c(-c4ccccc4Cl)noc3C)C2)C1 (centres undefined)	88	0	3	6	5	3.0	92	5	0
CCN(CC)CCCNC(=O)CN1C(=O)CSc2ccc(S(=O)(=O)N3CCOCC3)cc21	98	0	3	-1	-1	-1.4	99	10	-5
COCCN(C(=O)CSCC(=O)Nc1cccc(C)c1)c1c(N)n(Cc2ccccc2)c(=O)[nH]c1=O	105	3	-4	4	2	3.6	111	-5	7
CC(C)C12CN3CC(C(C)C)(CN(C1)C3c1ccccc1O)C2=O (centres undefined)	105	0	2	1	-4	3.1	99	-3	-10
CC1=NNC(=O)C1Cc1c(Cl)cccc1Cl (centres undefined)	102	0	5	2	2	4.0	104	4	1
COC(=O)C1=C(N)Oc2cc(C)n(CC3CCCO3)c(=O)c2C1c1ccc(Cl)c(Cl)c1 (centres undefined)	102	5	-2	3	-3	-0.2	105	3	-2
Cc1ccc(NC(=O)COC(=O)C2CC3CCCC(C2)C3=O)c([N+](=O)[O-])c1 (centres undefined)	101	4	6	3	.	.	101	6	-5
COCCNC(=S)N=Nc1c(O)[nH]c2ccc([N+](=O)[O-])cc12	92	0	7	-7	-3	3.3	99	2	-5

An excerpt from above in order of SMILES length, ascending.
SMILES	CIT2-GFP yeast	GRK2 aptamer HTS	Bcl-xL primary	GLD-1 TGE inh	Fam108B counter	MEX-5 binding	AGP1-GFP MLPCN	MCL1 BIM primary	VLA-4 inh
COc1ccccc1CNC(=O)CSc1n[nH]c(N)n1	98	2	-1	3	2	-1.3	94	2	3
Cc1ccc(C2(C)NC(=O)N(CC(=O)NNC(=O)c3ccoc3C)C2=O)cc1 (centres undefined)	97	0	0	6	0	-3.3	106	4	11
Cc1ccc(NC(=O)COC(=O)C2CC3CCCC(C2)C3=O)c([N+](=O)[O-])c1 (centres undefined)	101	4	6	3	.	.	101	6	-5
CCOC(=O)C1=NOC(CNC(=O)C2=NOC(CNC(=O)c3c(-c4ccccc4Cl)noc3C)C2)C1 (centres undefined)	88	0	3	6	5	3.0	92	5	0

New compounds follow
SMILES	CIT2-GFP yeast	GRK2 aptamer HTS	Bcl-xL primary	GLD-1 TGE inh	Fam108B counter	MEX-5 binding	AGP1-GFP MLPCN	MCL1 BIM primary	VLA-4 inh
CCOC(=O)c1c(C)[nH]c(C(=O)OCC(=O)c2ccc3c(c2)NC(=O)CO3)c1C	97	1	4	-8	-2	1.0	108	6	2
CCc1ccc(CNC(=O)C2CCCN(c3nnc(C)c4c(C)n(-c5ccccc5)nc34)C2)cc1 (centres undefined)	107	0	-7	-22	-2	-12	93	-14	6
COc1cccc(C(=O)NCCCNC(=O)c2cccnc2)c1	101	1	6	-3	1	-1.3	101	8	2
COc1ccc(N)cc1C#N	95	4	-5	-7	-3	0.3	101	-11	20
CC1(C2CC2)NC(=O)N(CC(=O)N2CCN(S(=O)(=O)c3ccc(F)c(F)c3)CC2)C1=O (centres undefined)	96	0	-19	4	.	.	102	-20	11
NS(=O)(=O)c1ccc(CCNC(=O)c2ccccc2F)cc1	99	0	6	5	1	0.8	103	-6	2
Cc1ccc(NC(=O)C2=C(O)CCn3c2nc2ccccc23)cc1	84	0	1	-4	4	2.5	84	2	12
CCOc1cc(N2CCOCC2)c(OCC)cc1NC(=O)C1=COCCO1	91	7	0	-1	.	.	105	6	0
O=C(c1cncc(Br)c1)N1CCN(c2ccc(N3CCOCC3)nn2)CC1	104	0	3	3	1	-0.8	103	6	3
Cc1cc(Cl)ccc1N=C1N=C(N)c2ccccc21	109	0	4	5	-1	2.4	112	3	-2
Cn1c(-c2nonc2N)nc2ccccc21	100	0	8	4	-3	-1.6	99	10	2
Cc1cccc(N2CCN(C(=O)c3cc(C)oc3C)CC2C)c1 (centres undefined)	96	2	5	-8	-2	0.6	97	0	-14
CCc1c(C)nc(SCC(=O)N2CCN(c3ccccc3)CC2)[nH]c1=O	107	0	1	4	-1	0.7	99	-2	3
COc1ccc(C(=O)CSc2nc3nc(C)cc(C)n3n2)cc1OC	89	0	7	2	1	1.8	91	1	-16
COc1ccc(NC(=O)N2CCCC2)cc1OC	100	2	5	4	-1	1.9	99	2	12
Cc1onc(-c2ccccc2)c1C(=O)Nc1cccc(OC(C)C)c1	92	1	7	8	3	-0.5	92	3	0
CCOC(=O)C1CCN(CC(=O)Nc2ccc(OC)c(Cl)c2)CC1	97	1	6	-4	1	0.7	101	0	17
COc1ccc([C@H]2CC(=O)C=C(c3ccc4c5c(cccc35)CC4)C2)cc1	99	2	9	12	.	.	99	5	4
COCCCN1C(=O)C(=O)/C(=C(/O)c2ccc(OCC(C)C)cc2)C1c1cccnc1 (centres undefined)	109	0	3	2	2	0.4	89	3	2
Cc1ccc2[nH]c(C(=O)O)c(NC(=O)c3ccccc3[N+](=O)[O-])c2c1	98	0	4	-1	4	0.2	102	1	14
COc1cc(C(=O)Nc2cccc(NC(=O)c3ccccc3)c2)cc(OC)c1OC	108	2	6	6	-1	0.1	98	13	-18
O=C(Nc1cccc(-c2cccc(Cl)c2)c1)C1CCN(CC2CCOC2)CC1 (centres undefined)	100[may fluoresce red]	0	3	-1	0	-2.3	102[may fluoresce red]	0	10
CCOc1ccc(C(C(=O)NC2CCCCC2)N(CCOC)C(=O)c2snc(C(N)=O)c2N)cc1 (centres undefined)	104	1	-2	11	-5	-0.1	101	7	5
Cc1cc(C)c2c(N)c(C(=O)NN3CC(=O)N(c4ccccc4)CC3=O)sc2n1	95	1	8	2	0	-2.3	103	8	20
Nc1ccc2c(c1)Oc1ccccc1C=C2	105	0	17	-37	3	-3.3	102	11	-5
CCOc1cccc2cc(C(=O)N3CCc4ccccc43)c(=O)oc12	110	0	2	-2	-2	-1.8	105	4	-242
CN(C(=O)c1ccno1)c1nnc(-c2ccccn2)s1	101	0	5	0	5	0.9	96	6	8
O=S(=O)(c1ccc2c(c1)OCCO2)N1CCN(S(=O)(=O)c2ccco2)CC1	98	0	.	2	.	.	100	.	18
CC(=O)N[C@@H](Cc1c[nH]c2ccccc12)C(=O)OCC(=O)Nc1ccc(Cl)c(S(=O)(=O)N(C)C)c1	94	0	-2	-2	5	-0.2	98	-8	-14
c1ccc(-c2csc(N3CCSCC3)n2)cc1	96	0	-2	8	1	1.3	92	-1	0
CCOC(=O)CNC(=O)Cn1c(C)cc2ccccc2c1=O	100	0	5	7	-4	2.0	106	3	11
COC(=O)c1cc(CSc2ncnc3sccc23)oc1C	?	1	12	18	-1	0.5	?	4	-1
CC(=O)C1=C(C)Nc2ncnn2C1c1ccc(Cl)cc1 (centres undefined)	100	1	0	1	1	-3.2	96	-3	1
Cc1ccc(C)c(NC(=S)Nc2ccc(S(=O)(=O)Nc3ncccn3)cc2)c1	104	0	9	1	2	-1.2	98	6	1
COc1ccc(-c2noc(C3CCCN(C(=O)c4ccccc4OC)C3)n2)cc1 (centres undefined)	102	0	.	.	.	0.0	95	.	-2
Cc1cc2c(cc1C)NC1=C(N2)OC(c2cccc(O)c2)C1=O (centres undefined)	106	0	6	0	-3	0.7	102	3	5
O=C(CNC(=O)c1ccccc1)OCC(=O)c1ccccc1Cl	96[may fluoresce green]	0	-3	-9	-5	2.7	101[may fluoresce green]	2	-17
COCCCNC(=O)CC1C(=O)N(Cc2ccccc2)C(C)c2nc3ccccc3n21 (centres undefined)	102	1	2	3	3	0.9	104	2	4
O=C(COc1ccc([N+](=O)[O-])cc1)NCc1ccncc1	.	8	7	6	1	1.0	90	8	0

Hits appear at their usual frequency, and some 2.2% of all compounds hit somewhere here.
